# Source: PubChem
# IL1B secr inh = qHTS for Inhibitors of Inflammasome Signaling: IL-1-beta AlphaLISA Primary Screen; THP-1 LPS/ATP IL-1B secretion, AlphaLISA, 16 h; stronger effect = lower value; activity change, % at 57.5 µM; hit rate 4.7% among 360,000; AID 743279, 2014; in the data active means activity change below about -50%; inconclusive means mostly about -30% to -49%; further: on the % scale 0 is the no-effect control and ±100 the full control effect
#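 THP-1 cells pretreated 1 hr with compounds (up to 57.5 uM final), then stimulated with LPS (250 ng/mL final) plus ATP (1.25 mM final); secreted IL-1B measured by AlphaLISA after 16 hr, decreased signal indicating inhibition.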
# ATXN viability = Viability Counterscreen for Primary qHTS for Inhibitors of ATXN expression. S2 cells (HEK-293 line with an ATXN2-luciferase reporter) viability, CellTiter-Fluor protease fluorescence, 24 h. Potency, µM (doses to about 56.7 µM), most hits filed as cytotoxic. hit rate 0.49% among 400,000. AID 651635, 2014; further: potency means the concentration at half of the fitted maximal effect; nearly all actives have a fitted effect of over 40% in size
# MCF10A rerep = A quantitative high throughput screen for small molecules that induce DNA re-replication in MCF 10a normal breast cells; hit rate 2.9% among 350,000; MCF 10A DNA re-replication, Hoechst nuclear intensity, 48 h; AID 624296, 2012; Potency, µM (highest dose often 46.1 µM), without a hit: top-dose activity, positive = re-replication, actives largely listed as activators; further: potency means the concentration at half of the fitted maximal effect; % of control where 0% means no effect; nearly all actives have a fitted effect of over 50% in size
# KB-V1 MDR tox = qHTS assay for MDR1-selective chemotherapeutics: Primary screen using the drug-selected MDR subline cells KB-V1; KB-V1 MDR cells viability, CellTiter-Glo, 72 h; Potency, µM (top dose mostly 46.1 µM), for the others: top-dose activity change, negative = cytotoxicity, usual class: cytotoxic; hit rate 3.4% among 400,000; further: potency means the concentration at half of the fitted maximal effect; on the % scale 0 is the no-effect control and ±100 the full control effect; nearly all actives have a fitted effect of over 60% in size
#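 Potencies derive from concentration-effect curves fitted to normalized luminescence (CellTiter-Glo) of KB-V1 cells treated for 72 h at 37 degrees C in phenol-red-free DMEM containing 10% FBS.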
# HT1080 IDH1KD tx = qHTS for induction of synthetic lethality in tumor cells producing 2HG: qHTS for the HT-1080-IDH1KD cell line. HT-1080 IDH1 knockdown viability, ATP luminescence, 48 h. Potency, µM (titrated, usually from 46.1 µM), inactives show at the highest dose activity, negative = toxicity, hits mostly cytotoxic. hit rate 2% among 360,000;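 further: potency means the concentration at half of the fitted maximal effect; 0% = DMSO wells and -100% = cell-free medium wells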
#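 Viability of IDH1-knockdown HT-1080 fibrosarcoma cells was assessed by CellTiter-Glo after 48 h at 37 °C with titrated compound; concentration-effect curves were classified by fit quality and response size.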
# ATXN2 expr inh = Primary qHTS for Inhibitors of ATXN expression; HEK-293 ATXN2-luciferase reporter, luminescence, 24 h; Potency, µM (titrated, usually from 57 µM), inactives show at the top dose activity change, negative = inhibition, usual class: inhibitors; hit rate 0.72% among 360,000; further: potency means the concentration at half of the fitted maximal effect; on the % scale 0 is the no-effect control and ±100 the full control effect; nearly all actives have a fitted effect of over 55% in size
#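 qHTS (up to 57 uM final) was run with 24 h compound exposure of reporter cells at 37 °C. Each well was multiplexed: SteadyGlo luminescence measured ATXN2-luciferase expression after a fluorogenic Gly-Phe-AFC viability readout (25 uM final).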
# HT1080NT lethal = qHTS for induction of synthetic lethality in tumor cells producing 2HG: qHTS for the HT-1080-NT fibrosarcoma cell line. hit rate 1.6% among 360,000. AID 686970, 2013. Potency, µM (highest dose often 46.1 µM), inactives show at the highest dose activity, negative = less viability, actives largely listed as cytotoxic. HT-1080-NT fibrosarcoma viability, CellTiter-Glo ATP luminescence, 48 h;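 further: NT is the 2HG producing partner of a matched IDH1 knockdown line; potency means the concentration at half of the fitted maximal effect; 0% = DMSO-treated cells and -100% = media-only wells without cells; nearly all actives have a fitted effect of over 55% in size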
#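 Luminescent CellTiter-Glo readout after 48 hours of compound exposure at 37 degrees C defined viability of HT-1080-NT cells. Activity was normalized to DMSO wells and cell-free media wells; concentration-response curves were fitted and assigned curve classes.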
# SW480 rereplic = A quantitative high throughput screen for small molecules that induce DNA re-replication in SW480 colon adenocarcinoma cells; AID 624297, 2012; Potency, µM (titrated, usually from 46.1 µM), for inactives: at the highest dose re-replication activation, hits mostly activators; SW480 DNA re-replication, Hoechst DNA content imaging, 48 h; hit rate 1.8% among 340,000; further: potency means the concentration at half of the fitted maximal effect; % of control where 0% means no effect; nearly all actives have a fitted effect of over 55% in size
#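 SW480 cells exposed to compounds for 48 hr at 37 C, 5% CO2, then Hoechst-stained 40 min. Nuclear DNA content imaged by fluorescence scanning (405 nm excitation, 500-530 nm emission); re-replication scored as increased high-intensity nuclei.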
# KB-3-1 tox = qHTS assay for MDR1-selective chemotherapeutics: Primary screen using the parental adenocarcinoma cell KB-3-1; KB-3-1 viability, CellTiter-Glo ATP luminescence, 72 h; Potency, µM (doses to about 46.1 µM), for the others: at the top dose activity change, negative = cytotoxic, usual class: cytotoxic; hit rate 1.4% among 400,000; further: potency means the concentration at half of the fitted maximal effect; on the % scale 0 is the no-effect control and ±100 the full control effect; nearly all actives have a fitted effect of over 60% in size
#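 Parental KB-3-1 viability, qHTS format: 72 h compound exposure, 37 °C; CellTiter-Glo; media-only wells and DMSO plates as controls; concentration-effect fits on corrected data.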
# * = called active by the depositor; i = inactive; u = inconclusive; x = not tested or not shown; & = joins results of further samples; [ ] = another dose, or the depositor's remark. Unless noted, the call rests on the fitted dose curve; in most records, active means well fitted curve in the direction sought with a large enough effect; inconclusive means small, poorly fitted or top-dose-only effect, or another doubt; inactive means no such curve, though single readings can be large; an effect the other way counts as inactive or inconclusive.
1	COC(=O)c1c([N+](=O)[O-])c(OC)c(OC)c(OC)c1[N+](=O)[O-]
2	CC(=O)c1ccc(N2CCN(S(=O)(=O)c3ccc(-c4cc(C)no4)s3)CC2)cc1
3	CC(=O)Nc1cccc(C(=O)N2CCN(S(=O)(=O)Cc3ccccc3)CC2)c1
4	CC(=O)N1CCc2cc(S(=O)(=O)NCC(=O)NCc3ccc(Cl)cc3)ccc21
5	O=C(CCN1C(=O)C2C3C=CC(C3)C2C1=O)N1CC(=O)N(CCc2ccccc2)C(=O)C1 (stereo not given)
6	Cc1ccc(CNC(=O)CC(C)S(=O)(=O)c2ccc3c(c2)NC(=O)CS3)o1 (stereo not given)
7	CN(C)c1cccc(C(=O)NNC(=O)C23CC4CC(CC(C4)C2)C3)c1
8	COc1cc2c(cc1OC)C(C)N(C(=O)c1cc3c(=O)oc4ccc(C)cc4c3s1)CC2 (stereo not given)
screen / no.	1	2	3	4	5	6	7	8
IL1B secr inh	2	23	10	16	0	-16	4	-11
ATXN viability	i	i	i	i	i	i	i	i
MCF10A rerep	6%	9%	0%	13%	2%	18%	12%	0%
KB-V1 MDR tox	28%	10%&-2%	4%	u	-2%	-15%	-7%	11%
HT1080 IDH1KD tx	-3%	-1%	1%	-13%	13%	2%	2%	3%
ATXN2 expr inh	31%	-17%	4%	4%	0%	-6%	50%[activator]	3%
HT1080NT lethal	12%	-1%	3%	0%	21%	-1%	7%	-1%
SW480 rereplic	-11%	u	-6%	30%	-1%	u	-8%	-3%
KB-3-1 tox	9%	-4%&2%	4%	-20%	-1%	-2%	5%	12%

9	O=C(CSc1ncn[nH]1)Nc1ccc(Cl)c(S(=O)(=O)N2CCOCC2)c1
10	CCC(c1nnc(SCC(=O)Nc2ccc(C(=O)N(C)C)cc2)n1Cc1ccccc1)N(C)C (stereo not given)
11	Cc1csc(SCC(=O)Nc2ccc3c(c2)OCCO3)n1
12	O=C1N[C@@H](Cc2ccccc2)COC(=O)[C@H](Cc2ccc(F)cc2)CC/C=C/C[C@@H]1CC(=O)N(CCO)Cc1ccccc1
13	CCCCC(CC)CNC(=O)C(=O)c1ccccc1NC(C)=O (stereo not given)
14	CN(C)c1ccc(CNC(=O)C2(C)Cc3c(-c4cccc(C(N)=O)c4)ccnc3O2)cc1 (stereo not given)
15	O=C1C=C(c2ccc3c(c2)OCO3)C[C@@H](c2ccc(Cl)cc2)C1
16	COC(=O)c1c(C)oc(C)c1S(=O)(=O)Nc1ccccc1
screen / no.	9	10	11	12	13	14	15	16
IL1B secr inh	20	0	0	u	3	64	36	1
ATXN viability	i	i	i	u	i	i	i	i
MCF10A rerep	1%	-6%	-3%	u	1%	x	u	0%
KB-V1 MDR tox	u	-12%	-21%	u	u	3%	5%	-30%
HT1080 IDH1KD tx	6%	-1%	9%	u	-17%	u	10%	2%
ATXN2 expr inh	7%[11.3 µM]	-16%	x	u	-6%	4%	5%	-12%
HT1080NT lethal	0%	-2%	u	-28%	0%	u	-6%	0%
SW480 rereplic	-4%	10%	-6%	0%	u	x	16%	-10%
KB-3-1 tox	9%	-4%	9%	u	-5%	-27%	5%	0%

17	O=C(NCc1ccc2c(c1)OCO2)C(=O)Nc1ccccc1
18	COc1ccc(OC)c(S(=O)(=O)N2c3cc(F)ccc3CCC2C)c1 (stereo not given)
19	Cc1cccc(C(=O)NCC(=O)OCC(=O)N(C)CC(=O)Nc2ccccc2Cl)c1
20	CCC(C)NC(=O)c1cccc(C)c1 (stereo not given)
21	COc1ccccc1C(=O)C1CCCN(C(=O)c2cccnc2SC)C1 (stereo not given)
22	Cc1cccc(C)c1OCC(=O)N/N=C/c1cccn1C
23	Cc1ccc(S(=O)(=O)NNC(=O)Nc2ccc(Cl)c(Cl)c2)cc1
24	CC(=O)c1cccc(-c2cnc3c(NC=O)cc(-c4ccccc4Oc4ccccc4)cn23)c1
screen / no.	17	18	19	20	21	22	23	24
IL1B secr inh	12	8	-7	3	38	-2	10	98
ATXN viability	i	i	i	i	i	i	i	u
MCF10A rerep	3%	u	0%	-1%	-11%	0%	0%	x
KB-V1 MDR tox	-2%	3%	x	8%	u	3%	-5%	-18%
HT1080 IDH1KD tx	0%	-10%	12%	-4%	9%	1%[9.24 µM]	-1%	u
ATXN2 expr inh	-2%	-9%	0%	36%[activator]	-7%	-13%	x	u
HT1080NT lethal	19%	-21%	-1%	20%	-1%	-1%	0%	-41%
SW480 rereplic	-5%	1%	-12%	-8%	2%	4%	-2%	x
KB-3-1 tox	1%	4%	x	11%	10%	12%	8%	-3%

25	COc1ccc(S(=O)(=O)N2CCC(C(=O)NCCN3CCOCC3)CC2)cc1
26	Cc1ccc(Nc2nc(-c3ccccc3)cs2)nc1
27	COc1cc2c(C(=O)NCc3ccc(C)o3)cn(CC(C)C)c(=O)c2cc1OC
28	N#CC1(c2nc3ccccc3[nH]2)CC1c1ccc2c(c1)OCO2 (stereo not given)
29	CCNC(=S)N1CCn2c(nc3ccccc32)C1
30	Cc1cccc(C(=O)NC2CCN(S(=O)(=O)c3ccccc3)CC2)c1
31	O=C(NC1CC1)C1=C[C@@H](C2CC2)C[C@@H](OCc2ccc(CO)cc2)O1
32	Cc1ccc(C)c(-c2csc(N/N=C/c3ccco3)n2)c1
screen / no.	25	26	27	28	29	30	31	32
IL1B secr inh	-1	25	5	-12	0	-11	26	-17
ATXN viability	i	x	i	i	i	i	i	i
MCF10A rerep	u	11%	14%	8%	0%	3%	-11%	u
KB-V1 MDR tox	-6%	-20%	u	0%	u	-23%	-15%	-4%
HT1080 IDH1KD tx	1%	0%	-9%	-2%	13%	-9%	0%	u
ATXN2 expr inh	0%	x	-4%	9%	1%	-13%	7%	23%
HT1080NT lethal	-12%	-3%	-4%	-8%	28%	-7%	5%	-20%
SW480 rereplic	-4%	5%	1%	11%	-11%	0%	-6%[9.22 µM]	-61%[inhibitor]
KB-3-1 tox	6%	1%	0%	u	u	-4%	-13%	u

33	COc1ccc2c(c1)CCc1c(C(=O)NC3CCCCC3)noc1-2
34	COc1ccc(N2CC(C(=O)N3CCCC(C)C3)CC2=O)cc1 (stereo not given)
35	CCCCN(CC)CCCNC(=O)Cn1nc(Cc2ccncc2)c2ccccc2c1=O
36	Cc1ccc(N(Cc2cc3ccc(C)cc3[nH]c2=O)C(=O)c2cccs2)cc1
37	COC(=O)CCc1nc2cc(Cl)ccc2n(Cc2ccccc2)c1=O
38	Cc1cc(C)c2nc(N3CCCC(C(=O)NCCCN4CCOCC4)C3)sc2c1 (stereo not given)
39	CCOC(=O)C1(CCOC)CCN(Cc2ccc(C(=O)OC)cc2)CC1
40	CCOc1cc(S(=O)(=O)NCC2OCCc3ccccc32)c(OCC)cc1-n1cnnn1 (stereo not given)
screen / no.	33	34	35	36	37	38	39	40
IL1B secr inh	-11	20	0	35	7	u	5	14
ATXN viability	i	i	i	i	i	i	i	i
MCF10A rerep	-5%	3%	-9%	14%	u	16%	12%	-2%
KB-V1 MDR tox	0%	-9%	-12%	-12%	-4%	1%	3%	u
HT1080 IDH1KD tx	8%	13%	-7%	11%	-2%	u	23%	7%
ATXN2 expr inh	19%	1%	-6%	14%	x	20%	11%[11.3 µM]	4%
HT1080NT lethal	0%	-2%	10%	16%	-13%	u	1%	11%
SW480 rereplic	2%	18µM*	1%	-9%	8%	u	-1%	4%
KB-3-1 tox	-4%	6%	1%	-15%	5%	9%	10%	12%

41	CCCCCc1c(-c2ccccc2F)ncn1CCc1ccccc1OC
42	CC(=O)N(c1ccc2oc(=O)sc2c1)S(=O)(=O)c1cccs1
43	Cc1ccc(CSCC(=O)NCc2ccco2)cc1
44	Cc1cc(NC(=O)c2cccs2)ncc1NC(=O)C(C)C
45	O=C(/C=C\c1ccco1)NC(=S)Nc1ccccc1O
46	O=C(COC(=O)c1cc([N+](=O)[O-])ccc1N1CCOCC1)Nc1cccc(F)c1
47	COc1ccc(CSc2nc(C)cc(C)c2S(C)(=O)=O)cc1
screen / no.	41	42	43	44	45	46	47
IL1B secr inh	-95*	2	-5	7	-10	49	-7
ATXN viability	x	i	i	i	i	i	i
MCF10A rerep	x	u	-1%	4%	0%	-16%	u
KB-V1 MDR tox	18µM*	u	23%	-10%	u	-26%	u
HT1080 IDH1KD tx	u	-5%	16%	-2%	u	-4%	-4%
ATXN2 expr inh	u	2%	5%	16%	45%[activator]	-21%	-20%
HT1080NT lethal	u	-1%	23%	1%	u	0%	-2%
SW480 rereplic	x	-8%	-4%	9%	u	-11%	-44%[inhibitor]
KB-3-1 tox	u	u	5%	-15%	-1%	4%	-20%

# Entries from the list above containing an NH in an aromatic ring, in the order listed:
9	O=C(CSc1ncn[nH]1)Nc1ccc(Cl)c(S(=O)(=O)N2CCOCC2)c1
28	N#CC1(c2nc3ccccc3[nH]2)CC1c1ccc2c(c1)OCO2 (stereo not given)
36	Cc1ccc(N(Cc2cc3ccc(C)cc3[nH]c2=O)C(=O)c2cccs2)cc1
screen / no.	9	28	36
IL1B secr inh	20	-12	35
ATXN viability	i	i	i
MCF10A rerep	1%	8%	14%
KB-V1 MDR tox	u	0%	-12%
HT1080 IDH1KD tx	6%	-2%	11%
ATXN2 expr inh	7%[11.3 µM]	9%	14%
HT1080NT lethal	0%	-8%	16%
SW480 rereplic	-4%	11%	-9%
KB-3-1 tox	9%	u	-15%
